Compound activity deposited in PubChem by Sanford-Burnham Center for Chemical Genomics.
UPR XBP1 act = activators of adaptive arm of unfolded protein response (XBP1); 0.33% of 330,000 active; activation, % at 20 µM; CHO-XBP1 luciferase reporter, IRE1-XBP1 UPR activation, luminescence; percent of tunicamycin response, DMSO as zero;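 active = versus positive control, 20 µM dose yields 30% or more activation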;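 note: 100% = tunicamycin at 10 µg/mL and 0% = DMSO only wells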
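Material: CHO-XBP1 cells stably carrying IRE1-XBP1-driven luciferase reporter | Medium: F12 with 10% serum | Compound dosing: 20 µM single concentration, DMSO 1% | Incubation: Overnight seeding at 37 °C, 6 h compound treatment at 37 °C | Detection: Steady-Glo luminescence read | Read-out basis: % activation of reporter signal versus tunicamycin and DMSO controls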
Mdm2 MdmX PPI = inhibitors of human Mdm2/MdmX interaction | 3% of 330,000 active | AID 485346 | O15151+Q00987 | SaOS-2 split-luciferase Mdm2/MdmX complementation, luminescence | inhibition, % at 8 µM;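 active = inhibition of at least 50% at 8 µM in the primary screen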
Target sequence (O15151 whole entry, looked up): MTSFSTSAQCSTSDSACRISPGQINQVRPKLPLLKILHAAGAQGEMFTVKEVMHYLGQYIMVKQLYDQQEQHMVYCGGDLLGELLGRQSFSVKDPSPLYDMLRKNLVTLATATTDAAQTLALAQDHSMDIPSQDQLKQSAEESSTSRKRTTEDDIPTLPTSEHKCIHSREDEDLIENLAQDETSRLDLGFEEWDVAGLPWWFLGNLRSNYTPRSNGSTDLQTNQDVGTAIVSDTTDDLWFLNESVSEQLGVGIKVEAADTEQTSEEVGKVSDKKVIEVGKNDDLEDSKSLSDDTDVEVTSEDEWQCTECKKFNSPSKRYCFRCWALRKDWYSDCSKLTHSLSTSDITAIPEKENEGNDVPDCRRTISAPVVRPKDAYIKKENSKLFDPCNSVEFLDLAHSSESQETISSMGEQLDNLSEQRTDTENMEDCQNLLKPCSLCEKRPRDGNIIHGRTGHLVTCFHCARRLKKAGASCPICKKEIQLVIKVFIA
Target sequence (Q00987 whole entry, looked up): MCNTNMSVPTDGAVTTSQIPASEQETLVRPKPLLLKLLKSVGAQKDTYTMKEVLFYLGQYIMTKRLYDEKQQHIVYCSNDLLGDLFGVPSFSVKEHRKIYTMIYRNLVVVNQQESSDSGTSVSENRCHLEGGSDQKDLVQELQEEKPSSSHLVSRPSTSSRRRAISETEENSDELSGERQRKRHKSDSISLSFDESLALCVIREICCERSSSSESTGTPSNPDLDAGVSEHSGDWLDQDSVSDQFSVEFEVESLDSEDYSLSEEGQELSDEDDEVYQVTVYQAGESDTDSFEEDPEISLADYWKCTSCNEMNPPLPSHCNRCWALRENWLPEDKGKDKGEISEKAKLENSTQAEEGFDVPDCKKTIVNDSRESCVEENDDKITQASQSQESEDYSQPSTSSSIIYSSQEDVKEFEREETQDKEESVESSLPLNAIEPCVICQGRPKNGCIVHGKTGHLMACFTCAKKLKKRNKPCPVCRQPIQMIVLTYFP
CXCR6 block = inhibitors of human CXCR6 receptor | O00574 | CHO-K1 PathHunter CXCR6 beta-arrestin, luminescence | inhibition, % at 20 µM | 0.36% of 360,000 active | AID 602244; in the data active = inhibition above about 34%, passing the limit was not always enough;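 note: antagonist mode with CXCL16 agonist at 10 nM final; 0% = 10 nM CXCL16 with DMSO and 100% = unstimulated wells without agonist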
EBI2 antag = EBI2 (human) antagonism; P32249; EBI2 beta-arrestin recruitment, luminescence, 7a,25-OHC stimulated; inhibition, % at 5 µM; 0.81% of 360,000 active; in the data active = inhibition above about 38%;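 note: enzyme fragment complementation signal reports receptor beta-arrestin coupling in cells; 0% = agonist plus DMSO wells and 100% = wells without agonist; some results beyond the cut were filed as inactive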
Gli-Sufu antag = blocks Gli-Sufu signaling in a luciferase reporter | AID 588413 | 0.74% of 340,000 active | Sufu-KO-LIGHT fibroblasts, Gli luciferase reporter luminescence | inhibition, % at 5 µM;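 active = inhibition above about 55%, limit read from the data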;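 note: 0% = DMSO-treated cells and 100% = wells with medium but no cells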
CCR6 antagonist = CCR6 (human) receptor antagonism. CHO-K1 CCR6 PathHunter beta-arrestin, luminescence, CCL20-stimulated. inhibition, % at 20 µM. 0.49% of 340,000 active. AID 493098;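 active = compounds whose inhibition of the agonist-driven luminescence signal at 20 µM reaches about 50%, limit read from the data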;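 note: cells stimulated with CCL20 at 14 nM final; plate controls were DMSO with CCL20 for no effect and DMSO without agonist for full effect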
CHOP UPR activ = activators of apoptotic arm of unfolded protein response (CHOP); CHO-CHOP luciferase reporter, UPR activation, luminescence; percent of tunicamycin response over DMSO baseline; activation, % at 10 µM; AID 449763; 0.34% of 330,000 active;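 active = at 10 µM dose, activation of 40% or more, normalized to positive control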;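 note: 100% = tunicamycin at 10 µg/mL and 0% = DMSO alone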
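System: CHO CHOP reporter cells. Amount: 500 cells per well. Buffer or medium: F12 medium, 10% FBS. Compound dosing: one dose, 10 µM in 0.5% DMSO. Incubation: 6 h compound exposure at 37 °C after overnight seeding. Technique: Steady-Glo luciferase luminescence. Benchmarks: tunicamycin and DMSO controls.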
697 NFkB inh = lowers PMA/ionomycin-induced NF-kB signal in 697 B cells | 0.33% of 330,000 active | inhibition, % at 4 µM | 697 B-cell NF-kB luciferase reporter, 16 h | AID 435022; in the data active = inhibition above about 35%
Jurkat NFkB inh = inhibitors of the PMA/ionomycin-induced NF-kB reporter in Jurkat cells; PMA/ionomycin-induced NF-kB luciferase reporter, luminescence; inhibition, % at 4 µM; 0.53% of 330,000 active; AID 435003; in the data active = inhibition above about 50%
An asterisk follows results filed as active; . = no result given.

SMILES	UPR XBP1 act	Mdm2 MdmX PPI	CXCR6 block	EBI2 antag	Gli-Sufu antag	CCR6 antagonist	CHOP UPR activ	697 NFkB inh	Jurkat NFkB inh
CCOC(=O)CNC(=S)N(Cc1ccccc1F)C1CCCCC1	0	12	10	3	-7	18	2.0	-7	-1
c1ccc(CSc2snnc2-c2ccccc2)cc1	-1	6	2	5	-19	18	2.5	-20	4
Cc1ccc(CN(C)Cc2cc(=O)oc3cc(C)c(Cl)cc23)cc1	-1	-24	5	19	8	36	1.0	-9	-3
COCc1c(C(=O)OC)nnn1-c1ccc(C(F)(F)F)cc1[N+](=O)[O-]	-1	15	-9	8	-6	-11	0.8	3	7
O=C(Nc1ccc2ccccc2c1)C(=O)C1C(=O)Nc2ccccc21 (stereo not drawn)	-3	1	.	.	.	.	1.3	-19	0
CCn1c(SCC(=O)NCc2cccs2)nnc1-c1cccs1	1	-21	-10	9	-9	3	-0.7	4	-15
CN(C)c1ccc(NS(=O)(=O)c2cc3c4c(c2)CC(=O)N4CCC3)cc1	-2	6	-5	1	6	-1	2.7	-5	13
CC(Sc1ccccc1F)C(=O)Nc1cccc(S(=O)(=O)N2CCOCC2)c1 (stereo not drawn)	2	8	-7	8	-6	3	2.6	-7	3
COc1ccc(/C(N)=N/OC(=O)CC2CCCCC2)cc1OC	-7	67*	-19	-2	3	-4	3.4	-2	-31
Cc1cc(NC(=O)COC(=O)c2n[nH]c3ccccc23)no1	1	22	2	9	-2	10	4.8	5	-8
COc1cc(-c2nnc(NC(=O)CS(=O)(=O)c3ccc(F)cc3)o2)cc(OC)c1OC	-5	23	4	-12	-5	3	-0.8	4	-5
CCOc1ccc(-n2c(SCC(=O)Nc3ccc(C(=O)O)cc3)nc3ccccc3c2=O)cc1	1	-21	-2	-10	6	0	0.0	-5	-31
Cc1ccc(-n2c(O)c(/C=C3/C(c4ccccc4)=Nc4ccccc43)c(=O)[nH]c2=O)cc1	11	28	17	8	-25	4	2.7	-124	43
C(=C\c1ccccc1)/C=N/Nc1nc2ccccc2s1	1	-153	5	-1	-27	27	2.3	-210	-142
COc1cccc(C2CC(=O)NC3=C2C(=O)CCC3)c1 (stereo not drawn)	-1	16	-2	0	-4	0	0.7	8	13
CCC(=O)N1CCCc2cc(S(=O)(=O)N3CCN(C4CCCCC4)CC3)ccc21	-3	18	-8	2	11	3	-2.4	1	8
COc1ccc(NC(=O)N2CCCC2C(=O)Nc2ccc(C)cc2)cc1 (stereo not drawn)	2	15	6	1	-9	-5	-0.7	2	-1
CCNC(=O)c1c(O)c2ccccc2[nH]c1=O	4	76*	4	-4	-1	2	6.6	-32	-13
C=CCc1cccc2cc(C(=O)N3CCN(C(=O)OCC)CC3)c(=O)oc12	3	13	3	-2	1	-4	0.0	9	9
COc1ccc(NC(=O)c2cccc(NC(=O)c3ccccc3)c2)c(OC)c1	-5	18	-7	1	21	11	-1.9	-10	-3
CCOC(=O)C1=C(O)/C(=C/c2ccc(-c3ccccc3C(=O)O)o2)SC1=Nc1ccc(C)cc1	.	.	7	40	2	24	.	.	.
Cc1ccccc1OCCC(=O)OCC(=O)N1c2ccccc2NC(=O)C1(C)C	-2	11	-6	0	-20	-2	2.0	-10	-4
O=C(NCc1ccco1)c1ccc2snnc2c1	-1	5	-11	1	6	-9	-0.4	17	3
CN1CCN(c2ccc(NC(=S)NC(=O)/C=C/c3ccco3)cc2)CC1	-1	-31	-2	-16	-22	22	5.5	-84	-33
Cc1ccc(C(=O)O)cc1NC(=O)Nc1ccc2c(c1)OCO2	0	-2	-3	2	56*	13	1.7	6	-4
CC(=O)c1ccc(NC(=O)Cc2cccs2)cc1	-5	-11	1	-5	-11	-13	4.1	-61	-57
Cc1ccc(N(CC(=O)NC2CC2)S(=O)(=O)c2ccccc2)c(C)c1	-1	7	-2	-9	-13	2	-0.6	-5	-18
COc1ccc2oc(C(=O)OC(C)C(=O)N(C)c3ccccc3)c(C)c2c1 (stereo not drawn)	1	-1	10	12	2	17	1.8	-6	4
CCOc1ccc(NC(=O)c2c(NC(=O)CN3CCCC3)sc3c2CCC3)cc1	-6	42	7	-11	19	10	2.7	-6	1
Cc1ccc(S(=O)(=O)N2CC(=O)Nc3ccccc32)c(C)c1NS(C)(=O)=O	-4	7	-3	-15	10	13	1.8	-17	6
CN(C1CCCCC1)C(CNS(=O)(=O)c1ccc(Cl)cc1)c1ccccc1 (stereo not drawn)	-2	7	10	15	26	8	0.6	5	15
COc1ccccc1-c1nnc(SC2CCc3ccccc3NC2=O)s1 (stereo not drawn)	2	20	7	-2	5	5	3.0	-9	15
Cn1nnc2cc(C(=O)N3CCCCCC3)ccc21	0	8	-4	-17	4	-4	0.6	13	-6
O=C(Nc1ccccc1)Nc1nnc(-c2ccccc2)s1	4	-8	-2	1	-32	2	4.1	-79	-46
COc1ccc(S(=O)(=O)N(c2onc(C)c2Cl)S(=O)(=O)c2ccc(OC)c(OC)c2)cc1OC	0	-15	3	9	6	0	-1.2	14	3
CC1CCCC(NC(=O)COC(=O)[C@@H](NC(=O)c2ccccc2Cl)C(C)C)C1C (stereo partly drawn)	-2	4	9	5	-1	16	0.5	14	-15
Cc1nn(-c2ccccc2)c2c1cc1c(=O)n(C)c(=O)nc-1n2-c1ccccc1F	-6	13	8	11	-1	-13	0.4	-6	5
Cn1c(=O)c2c(ncn2CCCC(=N)N2CCOCC2)n(C)c1=O	2	29	-3	-4	-29	-4	-1.6	6	10
CCNS(=O)(=O)c1ccc2c3c(cccc13)C(=O)N2	0	15	-3	-23	8	1	-2.4	38*	5
CC1CCc2c(sc(NC(=O)c3ccc(N4C(=O)CCC4=O)cc3)c2C(N)=O)C1 (stereo not drawn)	3	-7	-8	-8	-2	7	2.2	-14	-3
Cc1ccc(S(=O)(=O)c2nc(-c3ccccc3)oc2N2CCCC2)cc1	0	2	6	-11	7	9	-1.5	6	6
CN(C)N=C1c2cc(S(=O)(=O)N(C)C)ccc2-c2ccc(S(=O)(=O)N(C)C)cc21	-2	25	10	-4	16	14	-1.4	-2	-20
COc1nn(-c2ccccc2)c(=O)c(Cl)c1Cl	-9	100*	17	23	-4	17	19	-25	12
Cc1ccccc1N1CCN(S(=O)(=O)CC23CCC(CC2=O)C3(C)C)CC1 (stereo not drawn)	-1	12	0	-5	0	-1	-1.3	10	-2
CCCn1c(SCC(=O)c2ccc3c(c2)OCCO3)nc2c1c(=O)n(C)c(=O)n2C	.	.	5	-3	1	-2	.	.	.
Cc1nc(SCC(=O)CC(=O)OC(C)C)c(C#N)c(C)c1C	2	16	2	4	8	16	1.1	13	-2
O=C(COC(=O)c1cccs1)NCCC1=CCCCC1	-3	2	4	2	-5	16	-0.7	0	6
COc1ccc(NC(=O)c2cc(C)on2)cc1OC	3	0	6	-10	-4	-2	0.0	15	1
CC(C)N1CCC(N2CCN(C3CCCC3)CC2CCO)CC1 (stereo not drawn)	2	4	1	-13	9	7	1.7	11	-34
Cc1onc(C(=O)N2C(C)CCCC2C)c1[N+](=O)[O-] (stereo not drawn)	-3	5	5	6	2	-5	1.9	9	4
CCCCN(Cc1ccc(C(=O)N[C@H](C(=O)O)C(C)C)cc1)C(=O)C(c1ccccc1)c1ccccc1	-5	13	4	2	-2	2	-1.2	13	-9
CC1CN(C(=O)CCc2cc(C(C)(C)C)c(O)c(C(C)(C)C)c2)CC(C)O1 (stereo not drawn)	-2	-3	-11	-1	66*	1	3.6	6	7
Cc1ccc2c(c1)nnn2C1CCN(S(=O)(=O)c2ccc(C(=O)N(C)C)cc2)CC1	-2	-4	-2	-9	9	-4	1.6	6	-1
Cc1ccc(-c2cc(C(=O)Nc3cccnc3)c3ccccc3n2)s1	-4	8	-1	-10	-10	-2	2.0	-5	8
Cc1ccc(C(C(=O)NC2CCCCC2)N(C(=O)Cc2c[nH]c3ccccc23)c2ccccc2)o1 (stereo not drawn)	4	16	10	28	-7	3	3.1	21	7
CCCCOc1ccc(C(=O)N(Cc2ccccc2)C2CCS(=O)(=O)C2)cc1 (stereo not drawn)	-2	14	3	7	-3	20	-1.0	-15	-4
CN(C)S(=O)(=O)c1ccc(N2CCCC2)c(C(=O)Nc2nc(-c3ccc(F)cc3)cs2)c1	7	38	4	11	-3	-9	5.2	-7	3
CC1CC(C)CN(C(=O)COC(=O)CCC(=O)c2cccs2)C1 (stereo not drawn)	-1	0	-3	7	-38	-1	-0.2	7	7
O=C(NCc1ccco1)c1cc2cc3ccc(Cl)cc3nc2o1	0	34	-2	4	1	-11	3.6	25	-4
c1ccc2c(c1)[nH]c1c(N3CCOCC3)ncnc12	-1	20	2	-2	20	7	-0.9	4	-4

Compound profiles, as listed above. Order of screens: UPR XBP1 act, Mdm2 MdmX PPI, CXCR6 block, EBI2 antag, Gli-Sufu antag, CCR6 antagonist, CHOP UPR activ, 697 NFkB inh, Jurkat NFkB inh
COc1ccc(NC(=O)c2cc(C)on2)cc1OC is listed with 3, 0, 6, -10, -4, -2, 0.0, 15, 1
CC1CN(C(=O)CCc2cc(C(C)(C)C)c(O)c(C(C)(C)C)c2)CC(C)O1 (stereo not drawn) is listed with -2, -3, -11, -1, 66*, 1, 3.6, 6, 7

Next section.
SMILES	UPR XBP1 act	Mdm2 MdmX PPI	CXCR6 block	EBI2 antag	Gli-Sufu antag	CCR6 antagonist	CHOP UPR activ	697 NFkB inh	Jurkat NFkB inh
COc1ccc(OC)c(CC(NC(C)=O)C(=O)NC2CCN(c3nnnn3-c3ccccc3)CC2)c1 (stereo not drawn)	0	24	.	.	-1	-5	-0.1	7	10
CCOC(=O)N1CCN(C(=O)CSc2nc(CC)nc3c2c(=O)n(C)c(=O)n3C)CC1	0	-18	1	-9	7	9	0.0	5	5
Cc1ccnc(NC(=O)CCC(=O)N(CC(=O)NC(C)(C)C)C2CCCC2)c1	0	10	-6	-6	3	4	-0.5	17	16
C=C1C(=O)C23CCC4C(C)(C(=O)OC)CCCC4(C)C2CCC1(O)C3 (stereo not drawn)	.	.	79*	78*	44	86*	.	.	.
COc1cc(NC(=O)CN2C(=O)COc3ccc(S(=O)(=O)N4CCOCC4)cc32)cc(OC)c1	-1	40	-2	-6	-6	23	2.5	3	-11
CC(=C/c1ccc(C(C)C)cc1)/C=N/NC(=O)CSc1ccccn1	2	-9	3	15	-20	-9	3.3	-114	-14
COc1cccc(NC(=O)Cn2cnc3sc(C)c(S(=O)(=O)N4CCCCC4)c3c2=O)c1	-4	-2	3	5	8	11	0.9	-3	4
O=C1N[C@@H](Cc2c[nH]c3ccccc23)COC(=O)[C@H](Cc2ccc(F)cc2)C/C=C\C[C@H]1CC(=O)N(CCO)Cc1ccccc1	-3	32	-5	4	14	-1	1.4	-3	-4
CCOC(=O)C1CCN(c2ncnc3c2oc2ccccc23)CC1	-2	22	-5	4	9	11	0.1	-16	15
CCOC(=O)c1cc2cc3ccccc3cc2oc1=O	3	14	0	0	-1	10	3.8	-3	4

Reprinted at random: 2 records from the list, in no set order.
SMILES	UPR XBP1 act	Mdm2 MdmX PPI	CXCR6 block	EBI2 antag	Gli-Sufu antag	CCR6 antagonist	CHOP UPR activ	697 NFkB inh	Jurkat NFkB inh
CCC(=O)N1CCCc2cc(S(=O)(=O)N3CCN(C4CCCCC4)CC3)ccc21	-3	18	-8	2	11	3	-2.4	1	8
COc1cccc(C2CC(=O)NC3=C2C(=O)CCC3)c1 (stereo not drawn)	-1	16	-2	0	-4	0	0.7	8	13
